Screening results deposited in PubChem by several laboratories.
TRPN1 ag: zebrafish TRPN1 channel agonists, primary screen, cell-based, HEK293, calcium fluorescence. activation, % at 3 µM. AID 1424, 2008. HEK293 zebrafish TRPN1-YFP, Fluo-8 calcium fluorescence; 100% = response to 87 µM carbachol. transient receptor potential cation channel N1 (TRPN1/NompC), Danio rerio. 220,000 compounds, 0.18% hits;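 active = activation above its plate's cutoff, the mean activation of test wells on that plate plus 3 SD, cut at about 19% in these data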;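 note: 0% = DMSO alone and 100% = 87 µM carbachol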
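Material – zebrafish TRPN1-YFP in HEK293 cells · Doses – 3 µM single point · Schedule – dye 1 h 37 °C plus 30 min RT · Signal – Fluo-8 calcium fluorescence, excitation 470-495 nm, emission 515-575 nm · Read-out – % activation versus carbachol response · Control set – carbachol high, DMSO low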
PPC-1+TRAIL kill: compounds killing PPC-1 cancer cells with TRAIL present, primary screen, TRAIL potentiator project, ATPLite luminescence, uHTS. PPC-1 cells + TRAIL, ATPLite viability luminescence. cell killing (% activity), % at 4 µM. 220,000 compounds, 0.41% hits. AID 1443, 2008;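 active = cell killing above 50% in the first pass at 4 µM, then a duplicate retest at 5 µM averaging 50% or more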;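 note: plate controls were cells with TRAIL plus DMSO for no effect and medium-only wells lacking cells for full effect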
TRPML3 agonist: human TRPML3 channel agonists, primary screen, cell-based, HEK293 TRPML3-YFP, Fluo-8 calcium fluorescence, 3 µM; Mucolipin-3 (Homo sapiens), Q8TDD5; 100% = the carbachol control signal; activation, % at 3 µM; 220,000 compounds, 0.29% hits; AID 1448, 2008;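 active = activation above its plate's cutoff, the mean activation of the plate's test wells plus 3 SD, cut at about 12% in these data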;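 note: 0% = DMSO only wells and 100% = carbachol wells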
Target sequence (Q8TDD5 whole entry, looked up): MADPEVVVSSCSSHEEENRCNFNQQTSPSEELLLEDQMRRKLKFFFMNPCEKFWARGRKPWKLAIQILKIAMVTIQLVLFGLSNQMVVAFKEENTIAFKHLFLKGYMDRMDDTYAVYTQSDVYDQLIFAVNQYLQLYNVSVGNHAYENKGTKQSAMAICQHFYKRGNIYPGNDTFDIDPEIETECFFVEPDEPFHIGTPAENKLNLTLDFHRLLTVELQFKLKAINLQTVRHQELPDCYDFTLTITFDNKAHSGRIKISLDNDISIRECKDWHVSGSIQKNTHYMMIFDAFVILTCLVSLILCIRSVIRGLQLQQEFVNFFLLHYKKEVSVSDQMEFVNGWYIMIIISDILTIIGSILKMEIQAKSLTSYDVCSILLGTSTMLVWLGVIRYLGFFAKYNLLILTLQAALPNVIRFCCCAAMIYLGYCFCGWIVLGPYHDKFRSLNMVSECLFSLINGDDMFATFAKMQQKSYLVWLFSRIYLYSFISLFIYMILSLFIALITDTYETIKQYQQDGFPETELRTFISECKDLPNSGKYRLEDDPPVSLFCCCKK
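Test system: TRPML3-YFP stable HEK293 cells. Doses: single point at 3 µM. Incubation: dye loading 1 h 37 °C then 30 min ambient, 125 s read. Signal: Fluo-8 calcium dye fluorescence, ex 470-495, em 515-575 nm. Measure: percent activation from peak-to-basal fluorescence ratio, scaled between DMSO and carbachol.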
Furin inh: human furin inhibitors, primary screen, biochemical, fluorescence intensity; purified furin, fluorogenic substrate cleavage; inhibition, % at 30 µM; 220,000 compounds, 0.061% hits; AID 463115, 2010; in the data active = inhibition above about 25%; note: inactives centre near -15
KCC2 mod: KCC2 cotransporter modulators, thallium flux, primary screen, cell-based, HEK293 KCC2, FluoZin-2 fluorescence, MLSMR | 190,000 compounds, 2.2% hits | Solute carrier family 12 member 5 (Homo sapiens), Q9H2X9 | KCC2 cells, thallium flux FluoZin-2 fluorescence | B-score of Tl+ flux slope (higher = more flux/activation; lower = inhibition) at 10 µM;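 active = thallium flux slope and its plate-corrected score both differing from the plate sample mean at a set confidence after two filtering rounds, in either direction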;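 note: slope of fluorescence scaled to starting intensity during 10 to 20 s after thallium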
Thrombin inh: human alpha-thrombin inhibitors, primary screen, counter-screen for coagulation protease inhibitor project, biochemical, 1536-well, fluorogenic AMC substrate | Prothrombin (Homo sapiens), P00734 | Boc-VPR-AMC fluorogenic substrate cleavage | inhibition, % at 5 µM | 220,000 compounds, 0.26% hits | AID 1046, 2008;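 active = inhibition at or above 40%; inactive = inhibition below 40%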;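 note: 0% = enzyme with no compound and 100% = wells without enzyme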
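Material: human alpha-thrombin enzyme / Medium: pH 7.5 Tris (50 mM) with NaCl 150 mM, Tween 20 0.05% / Compound: single-point dosing at 5 µM, 0.2% DMSO / Incubation: enzyme reaction carried out at room temperature / Detection: AMC fluorescence, 355/460 nm / Read-out basis: percent inhibition scaled between no-compound controls and no-enzyme blanks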
EBV gp42 block: Epstein-Barr virus gp42 inhibitors, primary screen, biochemical, uHTS, fluorescence polarization; Fluorescence polarization binding assay, mP read-out; inhibition, % (tested at 21.74 µM); 220,000 compounds, 0.42% hits; AID 1085, 2008; in the data active = inhibition above about 50%
Target sequence (Q1HVG2 whole entry, looked up): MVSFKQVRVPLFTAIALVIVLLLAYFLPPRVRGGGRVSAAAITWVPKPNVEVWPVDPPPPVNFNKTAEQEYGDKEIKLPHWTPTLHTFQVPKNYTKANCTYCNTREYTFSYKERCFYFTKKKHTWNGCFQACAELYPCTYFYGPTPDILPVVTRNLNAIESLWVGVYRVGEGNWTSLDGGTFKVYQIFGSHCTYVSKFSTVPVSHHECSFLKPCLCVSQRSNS
m-calpain inh: inhibitors of pig calpain II, primary screen, biochemical, fluorogenic peptide substrate, 1536-well; 220,000 compounds, 0.37% hits; inhibition, % at 16 µM; purified calpain II, 30 min; AID 1236, 2008;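 active = inhibition above about 50%, limit read from the data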
Tb hexokinase: Trypanosoma brucei hexokinase 1 inhibitors, primary screen, biochemical, G6PDH-coupled NADH absorbance, MLSCN library; inhibition, % at 10 µM; hexokinase 1 [Trypanosoma brucei]; recombinant TbHK1, G6PDH-coupled NADH A340; 220,000 compounds, 0.11% hits;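 active = inhibition of 50% or more in the single-dose primary screen; inactive = inhibition below 50%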
An asterisk follows results filed as active; i = inactive; . = not tested or not shown; & = joins results of further samples; [ ] = dose if it differs, or a comment.

structure	TRPN1 ag	PPC-1+TRAIL kill	TRPML3 agonist	Furin inh	KCC2 mod	Thrombin inh	EBV gp42 block	m-calpain inh	Tb hexokinase
CCOC(=O)c1cnn(Cc2ccccc2)c1N	0.0	25	0.1	-18[20 µM]	.	8	-23	-14	4
CN(C)S(=O)(=O)c1cccc(C(=O)NCC2CCCO2)c1 (centres undefined)	-0.5	5	1.3	-14[20 µM]	-1.1	-5	-16	-14	2
COc1cccc(C2C3=C(CC(C)(C)CC3=O)Nc3cc4c(cc32)OCO4)c1 (centres undefined)	-2.8	-1	-1.5	-31	-0.97	-11	-11	-264	-19
CC1(C)CC(NS(=O)(=O)c2ccc(S(=O)(=O)N3CCOCC3)cc2)CCO1 (centres undefined)	2.0	13	0.0	-21	0.16	1	-4	-4	3
O=C(Cn1nc(-c2ccc3c(c2)OCCO3)ccc1=O)Nc1ccc(-n2cnnn2)cc1	0.6	17	1.1	-35	0.35	-6	-23	-13	0
O=C(Nc1ccccc1Br)C1CCN(C(=O)Cc2ccccc2)CC1	0.1	17	0.6	-2	-1.3	-5	-5	20	36
CSc1nnc(-c2ccccc2SC)o1	-0.9	5	0.0	7	-0.29	-5	-20	-7	3
COc1ccccc1N1CCN(S(=O)(=O)c2cc(C(F)(F)F)cc(C(F)(F)F)c2)CC1	-0.1	4	0.3	-59	0.81	-4	1	-8	-6
O=C(c1ccc2c(c1)OCO2)N(CC1CCCO1)C1(C(=O)NC2CCCCC2)CCCCC1 (centres undefined)	-1.7	7	-0.4	-10[20 µM]	0.68	1	1	29	-6
Cc1ccc(S(=O)(=O)N(C)CC(=O)OCC(=O)NC(=O)Nc2ccc3c(c2)OCCO3)cc1	0.3	19	-0.4	-25	-0.05	-3	-20	14	-1
CCn1cc([N+](=O)[O-])c(C(=O)Nc2ccn(Cc3ccccc3)n2)n1	-0.6	1	0.5	-11	-2.4	-4	-2	22	-4
CC(C(=O)NC1CCCC1)N(c1ccc(Oc2ccccc2)cc1)S(C)(=O)=O (centres undefined)	1.0	-5	1.0	-15	-0.038	2	-11	10	-1
CCC(Cc1ccccc1)NC(=O)C1CCC(CNc2c(N3CCCC3)c(=O)c2=O)CC1 (centres undefined)	0.7	-4	0.4	-39	0.25	3	2	-28	-10
Cc1ccc(OCC(O)CN2CCN(CC(O)COC(C)C)CC2)c(C(C)(C)C)c1 (centres undefined)	0.9	-23	0.9	-23[20 µM]	0.63	-7	-11	-12	-6
Cc1[nH]c(C)c(C(=O)O)c1CNC1CCCCC1C (centres undefined)	1.8	-2	1.2	-11	0.69	-3	-10	-12	3

Entries from the list above with two or more sulfur atoms (2):
structure	TRPN1 ag	PPC-1+TRAIL kill	TRPML3 agonist	Furin inh	KCC2 mod	Thrombin inh	EBV gp42 block	m-calpain inh	Tb hexokinase
CC1(C)CC(NS(=O)(=O)c2ccc(S(=O)(=O)N3CCOCC3)cc2)CCO1 (centres undefined)	2.0	13	0.0	-21	0.16	1	-4	-4	3
CSc1nnc(-c2ccccc2SC)o1	-0.9	5	0.0	7	-0.29	-5	-20	-7	3

(cont.)
structure	TRPN1 ag	PPC-1+TRAIL kill	TRPML3 agonist	Furin inh	KCC2 mod	Thrombin inh	EBV gp42 block	m-calpain inh	Tb hexokinase
O=S(=O)(Nc1ccc2c(c1)OCCO2)c1ccc(F)cc1	0.4	12	1.8	-20[20 µM]	-0.064	3	-4	-26	5
CC(=O)Nc1c(O)nc(C)[nH]c1=O	1.5	11	0.4	-15	1.3	-3	-18	-16	-4
COc1cc(NC(=O)c2ccco2)c(OC)cc1NC(=O)c1cc(OC)c(OC)c(OC)c1	-0.3	19	-0.1	-11	.	-13	-2	i	8
CC(C)(C)n1ncc2c(=O)n(CC(=O)Nc3ccc4c(c3)OCCO4)cnc21	1.8	-5	0.1	-1	.	-1	-11	-6	-6
COc1ccc(CC(=O)NCC(=O)N/N=C(/C)c2ccco2)cc1	1.5	.	0.6	-26	0.031	1	5	-5	1
COc1ccc(-n2cc(C(=O)c3cc4ccccc4oc3=O)c(C(C)=O)n2)cc1	-0.3	8	0.7	-17[20 µM]	0.2	-1	-1	-63	-8
CCc1cc2c(C)ccc(C)c2nc1SCC(=O)Nc1c[nH]c(=O)[nH]c1=O	1.5	14	1.0	-27	-0.4	-4	-14	-3	-7
Cc1cc(C(=O)CSc2nnc(N)s2)c(C)n1Cc1cccs1	-0.3	36	0.2	-15	-0.74	3	-10	-7	-7
O=C(O)c1cccc(N(CCO)CCO)c1	2.8	17	1.1	-28	-0.18	-2	-16	-139	-14
CCSc1nnc2c(n1)OC1(CCCC1)Nc1ccccc1-2	-1.6	-2	-1.2	-8	-0.53	-6	-20	1	-6
Cc1oc2c(c1C(=O)NCc1ccccc1)CCCC2	-0.4	4	0.2	-20[20 µM]	-0.5	-7	-17	23	5
COc1cc(/C=N/NC(=O)C2C3CCCCC32C)cc(Br)c1O (centres undefined)	1.0	-2	-0.3	-14	0.79	2	22	-103	-8
COC(=O)COc1ccc(S(=O)(=O)N2CCN(c3ccccc3)CC2)cc1	0.3	6	0.4	-17	-2	.	-1	-21	2
Cc1ccc(CSC2=NCCN2C(=O)C(C)Oc2ccccc2)cc1 (centres undefined)	-1.9	12	0.7	-23	-0.93	-2	-2	19	-2
CC(C)C(CCNC(=O)CC(Cc1ccccc1)c1ccco1)c1ccco1 (centres undefined)	-0.6	20	0.9	-11[20 µM]	-4.5*	2	-22	-59	9
Cc1oc(-c2cccc(Cl)c2)nc1CN1CCC(C(=O)NCc2cccnc2)CC1	1.0	-10	0.2	1	1	-8	12	-31	1
C/C(=N\Nc1nc(Cl)c(Cl)cc1Cl)c1ccc(S(=O)(=O)NCc2ccco2)cc1	0.8	21	0.6	5	0.53	-8	6	17	26
COc1ccccc1N1C(=O)CC(Sc2ccccc2N)C1=O (centres undefined)	-0.1	18	0.5	-12	-0.75	0	-10	-6	5
COc1ccc(OC)c(NC(=O)C(=O)N/N=C/c2ccccc2[N+](=O)[O-])c1	1.4	-6	0.0	-10	0.41	-10	5	-10	-6
CC(C)CCn1nnnc1C(c1ccccc1)N1CCC(C(N)=O)CC1 (centres undefined)	0.0	-5	0.9	-24	0.21	-6	-7	-13	-2
O=C(/C=C/c1ccc(Cl)cc1)NCc1ccncc1	-0.7	8	-0.7	-26	-1.9	-3	1	2	3
Cc1cc(C)n(-c2ccc(C(=O)Nc3ccc(S(=O)(=O)N(C)C)cc3)cc2)n1	7.2	13	3.5	-24	0.37	-6	-8	13	12
Cc1cc(-n2nc(C)cc2C)n2nc(C)c(-c3ccccc3)c2n1	-1.8	-13	-0.8	0[20 µM]	-0.67	-2	-18	-16	-1
O=C(C1CC1)N1CCN=C1SCc1cccc(C(F)(F)F)c1	0.2	10	0.2	-18	.	0	-16	-6	7
O=C(OC(C(=O)NC1CCCC1)c1ccc(F)cc1)c1ccno1 (centres undefined)	-0.4	6	0.0	-29	1.5	-5	-4	-20	3
CCN(CC)S(=O)(=O)c1ccc(Cl)c(C(=O)Nc2ccc(Cl)cc2[N+](=O)[O-])c1	0.2	13	1.8	-5	-2.5	-13	-2	11	32
COC(=O)c1c(NC(=O)C2CCC2)sc(C(=O)N(C)C)c1C	-0.5	-15	-0.1	-3[20 µM]	-0.022	1	5	5	1
O=C(O)CSc1nc2ccccc2s1	-0.4&0.8	15&4	0.8&0.7	-6&-15	0&-0.06	-3	1&-15	25&13	-4&-10
CCOc1ccccc1NC(=O)C1CC2CCCC(C1)C2=O (centres undefined)	-0.4	-3	0.1	-11[20 µM]	0.42	1	-19	-14	0
CCOC(=O)C1=C(N)OC2=C(C(=O)CC(C)(C)C2)C1c1cccs1 (centres undefined)	-0.1	-3	0.3	-6[20 µM]	-0.94	-1	1	7	-2

The final two records of the part before come first, to join the parts.
structure	TRPN1 ag	PPC-1+TRAIL kill	TRPML3 agonist	Furin inh	KCC2 mod	Thrombin inh	EBV gp42 block	m-calpain inh	Tb hexokinase
CCOc1ccccc1NC(=O)C1CC2CCCC(C1)C2=O (centres undefined)	-0.4	-3	0.1	-11[20 µM]	0.42	1	-19	-14	0
CCOC(=O)C1=C(N)OC2=C(C(=O)CC(C)(C)C2)C1c1cccs1 (centres undefined)	-0.1	-3	0.3	-6[20 µM]	-0.94	-1	1	7	-2
O=C(NCCC(=O)N1CCN(c2ncccn2)CC1)c1ccccc1	0.6	20	0.4	-21	1.3	-3	-16	-16	3
O=C(Nc1ccc2c(c1)Cc1ccccc1-2)c1ccco1	-0.3	31	-0.2	-15	.	-7	-2	-30	-4
COc1ccc(CC(=O)NC(C)c2nnc(SCC(=O)Nc3cc(C)ccc3OC)n2C)cc1 (centres undefined)	-1.0	26	0.3	-17	0.27	3	6	-3	-1
COn1c(-c2ccccc2)nc2c1CCc1c-2no[n+]1[O-]	1.8	24	0.6	-8[20 µM]	0.16	1	0	4	-11
C=CCNc1nc2c3ccccc3n(C(C)=O)c2s1	0.0	-11	0.5	-10	0.079	16	5	24	17
c1ccc(-c2ccc(OCCOCCn3cncn3)cc2)cc1	0.4	0	-0.5	-13[20 µM]	-0.18	-5	-8	-21	5
COc1ccc2nc(SCC(=O)Nc3ccc4c(c3)CCC4)[nH]c2c1	-1.7	0	0.0	-17	0.14	0	-11	13	11
CCOc1ccc(Nc2nc(CC(=O)OC)cc(=O)[nH]2)cc1	0.9	4	0.8	-14[20 µM]	0.11	-4	-13	0	2
CC(=O)Nc1ccc(S(=O)(=O)NCC(=O)OCC(=O)c2cc(C)n(-c3ccc4c(c3)OCO4)c2C)cc1	-0.1	10	0.5	-15	-0.52	-5	3	-41	-2
CN1C=CC=C/C1=C1\SC(=S)N(N)C1=O	0.5	9	0.9	0	-1.8	-8	-12	26	0
CCC(C)NC(C(=O)Nc1ccc(Cl)c([N+](=O)[O-])c1)c1ccccc1 (centres undefined)	-0.7	-16	0.5	-16	-1.2	-7	-4	29	0
COc1ccc(-n2c(SC3CCOC3=O)nc3ccccc3c2=O)cc1Cl (centres undefined)	0.8	-5	0.2	-18	-0.058	4	-10	31	7
O=C(CN(Cc1ccco1)S(=O)(=O)c1cccs1)Nc1ccccc1C(F)(F)F	-0.1	4	-1.0	-17	.	2	-18	-29	0
Cc1nn2c(-c3ccncc3)ccnc2c1Br	0.4	6	1.0	-24	-0.016	-4	-9	-4	-2
CCOc1ccccc1CNC(=O)C1CCCN(c2nc3ccccc3o2)C1 (centres undefined)	-1.4	4	0.1	-30	.	-1	-3	-5	-9
